HGIII-sPLA2 inh: human group III sPLA2 inhibitors, primary screen, biochemical, QFRET, BODIPY PC-A2 liposome substrate; Group 3 secretory phospholipase A2 (Homo sapiens), Q9NZ20; QFRET BODIPY PC-A2 liposome hydrolysis, fluorescence; inhibition, % at 12.2 µM; 370,000 tested, 0.56% active; AID 743126, 2013;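 active = inhibition above mean plus 3 SD of compounds lying within the high and low control bounds, cut at about 19% in these data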;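 note: 0% = median of test compound wells and 100% = no enzyme DMSO wells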
GC-B act: human GC-B receptor activators, primary screen, HEK293 GC-B cells, cGMP TR-FRET, EC30 CNP; 0% at EC30 CNP, 100% saturating CNP; activation, % at 10 µM; 370,000 tested, 0.11% active;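 active = activation at 10 µM reaching about 35% in either raw or pattern-adjusted values, limit read from the data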
Target sequence (P20594 whole entry, looked up): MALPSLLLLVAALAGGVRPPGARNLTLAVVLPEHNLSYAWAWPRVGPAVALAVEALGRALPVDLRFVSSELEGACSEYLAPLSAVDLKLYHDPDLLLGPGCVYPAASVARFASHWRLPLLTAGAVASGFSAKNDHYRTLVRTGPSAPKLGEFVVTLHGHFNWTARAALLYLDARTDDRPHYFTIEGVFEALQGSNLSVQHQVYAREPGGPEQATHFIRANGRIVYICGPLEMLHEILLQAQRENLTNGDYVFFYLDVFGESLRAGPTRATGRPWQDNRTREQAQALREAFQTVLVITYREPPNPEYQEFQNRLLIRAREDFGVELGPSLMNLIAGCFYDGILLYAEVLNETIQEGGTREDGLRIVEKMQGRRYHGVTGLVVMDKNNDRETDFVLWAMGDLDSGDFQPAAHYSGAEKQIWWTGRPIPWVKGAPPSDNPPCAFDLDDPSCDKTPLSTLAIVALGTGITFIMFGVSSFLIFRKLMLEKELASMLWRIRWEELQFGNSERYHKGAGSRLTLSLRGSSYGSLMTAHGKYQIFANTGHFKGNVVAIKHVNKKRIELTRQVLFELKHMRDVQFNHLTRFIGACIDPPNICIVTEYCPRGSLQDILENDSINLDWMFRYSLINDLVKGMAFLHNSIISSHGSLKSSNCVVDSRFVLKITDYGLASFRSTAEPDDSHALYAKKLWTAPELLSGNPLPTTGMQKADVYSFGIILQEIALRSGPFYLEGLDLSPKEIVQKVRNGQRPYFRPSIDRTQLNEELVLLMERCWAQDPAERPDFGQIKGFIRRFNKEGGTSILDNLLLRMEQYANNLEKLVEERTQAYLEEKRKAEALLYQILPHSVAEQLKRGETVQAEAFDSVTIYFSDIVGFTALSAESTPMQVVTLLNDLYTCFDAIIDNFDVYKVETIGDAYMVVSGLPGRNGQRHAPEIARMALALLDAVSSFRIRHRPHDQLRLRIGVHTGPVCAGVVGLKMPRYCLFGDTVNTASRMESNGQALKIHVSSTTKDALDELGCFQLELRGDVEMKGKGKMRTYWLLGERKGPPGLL
DAX1 inh-1: DAX1 (NR0B1) inhibitors, primary screen, cell-based, HEK293, Gal4-DAX1, luciferase luminescence. 340,000 tested, 0.99% active. AID 504766, 2011. HEK293 Gal4-DAX1 luciferase reporter. inhibition, % at 6.75 µM. Nuclear receptor subfamily 0 group B member 1 (Homo sapiens), P51843;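 active = inhibition above the mean over all tested compounds plus 3 SD, cut at about 4.2% in these data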;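 note: 0% = DAX1-transfected cells with DMSO and 100% = empty-vector control cells with DMSO; inhibition shows as a rise in luminescence from relieved DAX1 repression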
GC-A act: GC-A stimulated cGMP production enhancers – HEK293 GC-A cells, cGMP TR-FRET, EC30 ANP, primary screen; Atrial natriuretic peptide receptor 1 (Homo sapiens), P16066; activation, % at 10 µM; 370,000 tested, 0.14% active; 0% at EC30 ANP, 100% saturating ANP; in the data active = activation above about 40%
SMARCA2 activ: SMARCA2 (BRM) function activators, primary screen, cell-based, luminescence, high throughput; MG213 cells, MMTV-luciferase reporter, dexamethasone, overnight; activation, % at 9.1 µM; 370,000 tested, 1% active; in the data active = activation above about 7.8%;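 note: 0% = vehicle wells and 100% = reference activator wells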
hgDAF-12 ag: H. glycines DAF-12 receptor agonists, primary screen, cell-based, luminescence, HEK293, GAL4 fusion, UAS-luciferase; HEK293 GAL4-hgDAF12 UAS-luciferase reporter, agonist luminescence; normalized to butyrate control; activation, % at 6.8 µM; 370,000 tested, 1.8% active;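 active = activation above a cutoff set at the mean of all screened compounds plus 3 SD, cut at about 10% in these data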;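 note: 0% = DMSO wells and 100% = sodium butyrate wells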
GAA850 FXN act: FXN promoter activators, primary screen, cell-based, luciferase luminescence, HEK293 lucGAA850; HEK293 lucGAA850 FXN promoter luciferase reporter, 24 h; percent of 10 µM SAHA response; activation, % at 6 µM; 360,000 tested, 0.56% active;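 active = activation above the average of all compounds screened plus 3 SD, cutoff fixed separately per campaign, cut at about 7.5% in these data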;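 note: 0% = DMSO wells and 100% = 10 µM SAHA wells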
ADAM10 inh: human ADAM10 inhibitors, primary screen, biochemical, QFRET, HTS; Disintegrin and metalloproteinase domain-containing protein 10 (Homo sapiens), O14672; recombinant ADAM10, EDANS/DABCYL FRET peptide cleavage, 3 h; inhibition, % at 7 µM; 370,000 tested, 0.62% active;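 active = inhibition above a per-campaign cutoff equal to the mean of compounds falling between control-based bounds plus 3 SD, cut at about 20% in these data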;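 note: 0% = DMSO wells while the 100% control is not disclosed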
ssDAF12 agonist: S. stercoralis DAF-12 nuclear receptor activators, primary screen, cell-based, luminescence, HEK293, GRIP1 co-expression, lit1-tk-luc | 370,000 tested, 1% active | Nuclear hormone receptor DAF-12 (Strongyloides stercoralis) | HEK293 ssDAF-12/GRIP1 lit1-tk-luc reporter; % of 3 µM dafachronic acid response | activation, % at 6.8 µM;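 active = activation above the mean over all tested compounds plus 3 SD, cut at about 0.9% in these data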;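 note: 0% = DMSO-only wells and 100% = 3 µM delta7-dafachronic acid wells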
DAX1 inh-2: DAX1 (NR0B1) inhibitors on StAR promoter, primary screen, cell-based, luminescence, SF-1 (NR5A1), full-length DAX-1; HEK293T StAR-luciferase reporter, SF-1/DAX-1 repression relief; inhibition, % at 6.8 µM; 370,000 tested, 1.1% active; AID 652010, 2013;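 active = inhibition above the mean over all tested compounds plus 3 SD, cut at about 3.6% in these data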;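 note: 0% = DAX-1 cells with DMSO and 100% = cells lacking DAX-1 with DMSO; higher inhibition means more luminescence from relief of DAX-1 repression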
hcDAF12 agonist: H. contortus DAF-12 nuclear receptor activators, primary screen, cell-based, luminescence, HEK293, lit1-tk-luc reporter. HEK293 hcDAF-12 lit1-tk-luc reporter; 0% DMSO, 100% Δ7-dafachronic acid. activation, % at 6.8 µM. 370,000 tested, 1.4% active;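 active = activation above the mean of all tested compounds plus 3 SD, cut at about 5.5% in these data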;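 note: 100% = response to 3 µM Δ7-dafachronic acid high control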
* marks the source's active call; other numbers are inactive results; / = no result given.

SMILES	HGIII-sPLA2 inh	GC-B act	DAX1 inh-1	GC-A act	SMARCA2 activ	hgDAF-12 ag	GAA850 FXN act	ADAM10 inh	ssDAF12 agonist	DAX1 inh-2	hcDAF12 agonist
COCCNC(=O)Cn1cc(/C=N/NC(=O)c2ccc(Oc3ccc(O)cc3)cc2)c2ccccc21	-16	5	0.6	0	0	2.5	0.2	-7	-0.7	-0.5	-0.4
C[C@H](CO)N1C[C@H](C)[C@@H](CN(C)Cc2ccncc2)Oc2c(NC(=O)CCCCCC(=O)Nc3ccccc3N)cccc2C1=O	-2	4	0.9	2	2	0.9	1.8	-12	-0.9	0.4	0.3
CCCc1ncc(C(=O)c2ccc(OC)cc2)n1C	-4	-1	1.0	-2	-3	-0.1	1.1	4	-1.6	0.0	-1.6
Cc1ccc(CNC(=O)c2cc3c(=O)n(C)c4ccccc4c3n2C)o1	-10	6	-0.2	4	-1	-7.2	0.6	-24	-2.1	-1.2	-2.8
CSc1ccccc1OCc1cc(C(=O)N(C)Cc2ccncn2)no1	6	-1	0.7	5	5	9.0	3.9	-6	-0.4	2.7	3.3
O=c1cc(CS(=O)(=O)c2ccccc2)nc(-c2ccncc2)[nH]1	0	4	-0.1	-3	-1	0.5	0.8	-6	0.3	0.1	-0.6
CC1CCCCC1NC(=O)CSc1nnc(-c2ccco2)n1C (stereo not given)	14	2	0.0	0	-4	-1.0	0.4	-9	-1.2	0.3	-3.0
CCOC(=O)CN(C(=O)COC(=O)C1=NNC(=O)CC1)c1ccc(F)cc1	-1	3	1.4	-3	-2	2.9	-0.5	-8	-1.8	-0.4	2.9
NC1=NC2=C(CCCC2)C2(CCCCC2)S1	14	-22	-1.9	-16	-3	-0.7	-2.2	12	-1.4	-1.9	0.5
CCn1c(SCC(=O)Nc2ccc3c(c2)OCCO3)nnc1-c1cccnc1	-2	-3	0.3	-1	-2	0.2	1.6	-1	-0.8	-0.2	-0.5
O=C(NCC[C@H]1CC[C@H](NS(=O)(=O)c2ccc(F)cc2)[C@@H](CO)O1)c1ccc2c(c1)OCO2	-1	7	/	1	0	0.8	/	-1	-1.0	-0.5	-0.5
Cc1ccc(C)c(/C=C2\N=C(c3ccccc3F)OC2=O)c1	-2	-13	-0.2	-27	1	-3.7	-0.6	1	-1.1	0.2	-1.2
CCN(CC)CCCNC(=O)CSc1nc(-c2cccs2)cc(C(F)(F)F)n1	1	-4	0.3	0	-3	4.0	1.3	-34	-1.3	-0.3	-0.3
C=CCC12C=C(OC)C(=O)C(C1=O)C(c1ccc(OC)cc1)C2C (stereo not given)	-1	-7	/	0	-2	3.2	/	-5	-1.1	0.1	0.8
COC(=O)/C=C1/S/C(=N/N=C/c2ccco2)NC1=O	4	0	/	-1	-3	0.6	1.2	-4	-0.8	-0.1	0.3
COc1ccc(CCCc2nnc(SCc3nc4ccccc4c(=O)[nH]3)n2C)c(C)c1	-1	-4	0.6	-4	2	1.5	3.9	-1	-1.6	-0.5	-1.7
Cc1n[nH]c(C)c1N1C(=O)c2cccc3cc(Br)cc(c23)C1=O	-4	-8	-1.1	1	0	0.0	0.7	8	-0.9	0.0	-2.0
CCOC(=O)c1nc(C)sc1-c1ccnn1S(=O)(=O)c1cccc(Cl)c1	-2	3	0.0	3	-1	-2.8	3.0	0	-1.9	-0.6	-3.3
CC(C)c1cccc(C(C)C)c1NC(=O)COC(=O)C1CCC1	9	2	1.4	0	0	0.8	-2.2	-7	-1.2	-0.2	1.2
CNC(=O)CSc1nnnn1CCCOC	5	3	1.6	1	-1	-0.8	1.3	3	-1.0	0.6	0.6
COc1ccccc1CNC(=O)c1cccc(C)c1[N+](=O)[O-]	-2	-7	-0.8	4	0	0.8	2.2	1	-1.3	0.0	-3.7
COc1ccc(Br)cc1CN(C)C(C)C(=O)Nc1cccc(C(C)=O)c1 (stereo not given)	-10	-5	-1.1	-3	0	-2.9	2.6	7	-1.1	-0.6	-2.5
C=CCN1C(=O)[C@@H](CC(=O)N2CCN(C(=O)C3CC3)CC2)[C@]2(C(=O)OC)CCCCC=C12	2	-3	/	1	-3	-0.5	/	-3	-0.6	0.6	-1.8
CCOc1cc(N2CCOCC2)c(OCC)cc1NC(=O)CN1C(=O)NC2(CCCCC2C)C1=O (stereo not given)	5	9	-0.9	3	-1	-2.6	1.9	-17	-0.8	-0.4	0.1
CCCc1nc2c(c(=O)c3ccccc3n2C)c(=O)n1-c1cc(C)cc(C)c1	11	-4	-0.4	0	1	-0.4	-6.6	-11	-1.3	-0.5	0.0
COC(=O)C1=C(C)N(C)C(=NCc2ccc(C(F)(F)F)cc2)NC1c1ccc(Cl)cc1 (stereo not given)	-24	-10	/	-8	1	-2.1	/	-2	-0.9	0.2	-0.7
O=C1C=C(O)c2c(O)cc(O)c(O)c2C1=O	12	-9	5.2*	-12	-1	-2.5	-0.3	-9	-1.9	0.1	0.3
COc1ccccc1CCNC(=O)C1CCC(=O)N(Cc2ccccc2OC)C1 (stereo not given)	9	-2	0.0	-1	-3	2.2	1.7	-12	-0.7	-0.5	1.4
CC(=O)c1cc(-c2ccc(Cl)c(Cl)c2)c(=O)n2c1CCC2	1	9	/	7	-1	2.0	/	-15	-0.3	-0.6	-0.4
COc1ccc(C(=O)CSc2nnc(-c3ccco3)n2CC2CCCO2)cc1 (stereo not given)	-24	0	2.0	1	-2	0.5	-1.3	-7	-1.1	-1.0	-1.8
O=C(NC1CCCC1)C1CCCN1C(=O)Oc1ccccc1 (stereo not given)	2	-1	-0.6	4	-3	3.2	0.9	-4	-1.6	0.5	-0.7
CCn1c2ccc(F)cc2c2nnc(NN)nc21	1	4	-1.0	-3	0	-2.9	-0.7	-4	-1.9	-0.7	-2.3
O=C(NCc1cccc(Cl)c1)C1Cc2c(-c3ccccc3)ccnc2O1 (stereo not given)	-7	-5	/	-8	-1	-2.5	-1.7	-5	-0.8	-1.4	-2.5
COc1ccc(C(=O)NC(=S)NC(C)C)cc1Br	-1	-10	-1.0	-2	-1	-0.1	4.5	6	-0.9	0.1	2.1
COC(=O)/C=C/c1c(C)nc(NCc2ccccc2)nc1Cl	-12	-3	-0.6	0	-2	1.2	0.6	-431	-0.5	0.1	-0.1
C#CCN(C[C@@H]1[C@@H](OC(=O)Nc2c(C)noc2C)[C@@H](OC(=O)Nc2c(C)noc2C)Cn2c(=O)n(CCCCCC)c(=O)n21)S(=O)(=O)c1ccc(C)cc1	-19	2	1.3	0	1	1.9	-3.8	7	-1.0	0.6	2.4
COc1ccc(/C=C/C(=O)OCC(=O)c2ccc3c(c2)NC(=O)CO3)c(OC)c1	0	-2	-3.2	0	-5	-1.4	0.9	-4	-2.6	0.0	-1.7
Cn1c(CC(=O)Nc2ccccc2)nnc1SCC(=O)NC1CCCC1	1	-1	-1.2	-3	1	2.4	-2.0	2	-0.5	0.1	-0.7
CN(Cc1ccccc1)C(=O)COC(=O)c1ccc2c(c1)OCO2	-3	-5	1.6	0	0	3.0	2.5	0	-1.2	-0.1	0.3
COc1cc(C(=O)N/C(=C/c2ccc(F)cc2)C(=O)NC(C(=O)O)c2ccccc2)cc(OC)c1OC (stereo not given)	-3	-3	1.0	1	4	0.8	-0.7	0	-1.0	0.1	2.3
CCN1CCN(CC(=O)Nc2ccc(C)c(Br)c2)CC1	16	-3	-0.1	3	0	4.1	0.7	7	-1.5	0.0	-1.5
O=C(Nc1ccc(C(=O)N2CCN(c3ccccc3)CC2)cc1)C1=CSCCO1	-6	0	-0.2	-5	-1	-0.4	-0.6	5	-1.1	-0.1	-1.5
CN1C(=O)CSc2ccc(C(=O)O)cc21	3	-1	3.8	2	0	-2.1	-0.4	-5	-0.5	0.6	-1.2
CN1CCN(C(c2ccc(C(F)(F)F)cc2)c2ccc3cccnc3c2O)CC1 (stereo not given)	8	2	/	-2	0	-6.8	/	12	-1.6	-1.8	-5.2
OC(c1ccccn1)(c1ccccn1)c1ccccn1	4	-3	0.9	-1	-1	0.2	0.2	2	-1.3	-0.5	-2.5

Some of these compounds in order of their number in hcDAF12 agonist, descending:
| Molecule | HGIII-sPLA2 inh | GC-B act | DAX1 inh-1 | GC-A act | SMARCA2 activ | GAA850 FXN act | ADAM10 inh | ssDAF12 agonist | DAX1 inh-2 | hcDAF12 agonist |
| --- | --- | --- | --- | --- | --- | --- | --- | --- | --- | --- |
| COc1ccc(C(=O)NC(=S)NC(C)C)cc1Br | -1 | -10 | -1.0 | -2 | -1 | 4.5 | 6 | -0.9 | 0.1 | 2.1 |
| CN(Cc1ccccc1)C(=O)COC(=O)c1ccc2c(c1)OCO2 | -3 | -5 | 1.6 | 0 | 0 | 2.5 | 0 | -1.2 | -0.1 | 0.3 |
| COC(=O)/C=C/c1c(C)nc(NCc2ccccc2)nc1Cl | -12 | -3 | -0.6 | 0 | -2 | 0.6 | -431 | -0.5 | 0.1 | -0.1 |

More results
SMILES	HGIII-sPLA2 inh	GC-B act	DAX1 inh-1	GC-A act	SMARCA2 activ	hgDAF-12 ag	GAA850 FXN act	ADAM10 inh	ssDAF12 agonist	DAX1 inh-2	hcDAF12 agonist
COCC(C)NC(=O)Cn1c(SCc2ccccc2)nc2ccccc21 (stereo not given)	-5	3	-2.1	1	0	0.6	0.2	-5	-1.0	-0.1	2.6
CC(=O)Nc1cc(C(=O)N2CCCC2)ccc1Sc1ccc(Cl)cc1	0	7	-1.7	5	0	0.1	-6.3	-3	-1.3	-1.7	-1.6
O=C(CN1C(=O)COc2ccccc21)N(Cc1cccnc1)Cc1cccc(F)c1	8	-3	-0.2	-5	-3	1.2	-0.3	5	-1.3	-0.7	0.4
Cc1cccc(-n2nnc3c(=O)n(CC(=O)Nc4cc(C)on4)cnc32)c1	-2	-3	1.1	0	2	0.9	-0.5	0	-1.8	0.3	-2.1
Cc1ccc2c(c1)-c1ccccc1S(=O)(=O)N2	-5	3	-0.9	5	0	1.6	0.4	-371	-1.4	0.1	-0.9
CC(C)N1CCCCC(NC(=O)c2cccc(C(F)(F)F)c2)C1=O (stereo not given)	6	-2	/	1	8.8*	-4.8	/	7	-1.2	-0.7	1.1
O=C(Nc1ccc(S(=O)(=O)N2CCCC2)cc1)c1ccccc1	6	3	2.6	-4	-3	-2.3	0.8	-7	-0.2	-1.6	-1.1
NC(=O)c1ccccc1OCC(=O)N1CCCC1c1ccc2c(c1)OCCCO2 (stereo not given)	4	0	-1.1	1	0	-2.8	0.2	-14	-0.8	2.2	0.3
CC(=O)NCc1ccc(S(=O)(=O)NC(C)CCc2ccccc2)cc1 (stereo not given)	4	-1	-1.2	2	-4	-1.3	-0.5	1	-1.0	-0.1	-0.2
